High-throughput results from PubChem.
RSV CPE inhibition: RSV antiviral activity via CPE protection, HEp-2 cells, primary 10 µM value included (AID 2391). HEp-2 cells, RSV-induced CPE inhibition; higher % means a stronger effect. CPE inhibition, % at 10 µM, or IC50 in µM where a hit was titrated. 310,000 compounds, 0.13% hits; in the data active means a potency from the dose series; inconclusive means CPE inhibition mostly from about 23% at the one dose, without a potency; inactive means the rest, 99 in 100 with CPE inhibition below about 21%; further: strong numbers were not always called active
ER stress rescue: rescue of cells from ER stress-induced death, primary screen, 384-well, CSM14.1, thapsigargin, ATP luminescence (AID 1222). cellular ATP content (survival), % at 20 µM; hits with a dose series show EC50 in µM. 190,000 tested, under 10 active. CSM14.1 thapsigargin-induced death rescue, ATP luminescence; higher % means a stronger effect;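 active means EC50 below 50 µM in the dose-response confirmation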;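 further: death triggered by thapsigargin at about 15 µM added after 2 h compound pretreatment; cell ATP read after overnight thapsigargin exposure of roughly 18 to 22 hours; normalized against plate controls of thapsigargin alone and 5% DMSO vehicle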
TNAP activation fold: stimulation of alkaline phosphatase TNAP activity – biochemical, luminescent, no phosphate acceptor, uHTS, primary screen (AID 1001); 200,000 compounds, 0.03% hits; one-dose activation fold at 20 µM; EC50 in µM for titrated hits; purified TNAP, luminescent activation assay, no phosphate acceptor; higher activation fold means a stronger effect; in the data active means activation fold from about 3, or a potency from the dose series; inactive means the rest, 99 in 100 with activation fold below about 1.6; further: many of its hits are not listed in these tables
Insulin prom up: MIN6 insulin promoter up-regulation; MIN6 insulin promoter-GFP reporter, high-content imaging; hits give high values; z-score at 5 µM; 190,000 compounds, 0.3% hits;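 active means z-score above 3 at 5 µM with at least 500 cells counted in the well; inconclusive means wells under 500 cells, flagged as cytotoxic or low count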
human PMI inhibition: inhibitors of human PMI, primary screen, biochemical, fluorescence intensity, coupled assay (AID 1209) | inhibition, % at 20 µM; hits with a dose series show IC50 in µM | 190,000 compounds, 0.42% hits | purified PMI enzyme, coupled fluorescence intensity; higher % means a stronger effect;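 further: plate controls were DMSO vehicle for no effect and wells lacking substrate for full effect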
West Nile antiviral: West Nile virus antiviral activity, cell-based, CPE readout (AID 1621); West Nile virus-infected cells, CPE inhibition; higher % means a stronger effect; one-dose CPE inhibition, % at 10 µM; IC50 in µM for titrated hits; 290,000 compounds, 0.02% hits; in the data active means a potency from the dose series; inconclusive means CPE inhibition mostly from about 3.7% at the one dose, without a potency; inactive means the rest, 99 in 100 with CPE inhibition below about 2.2%; further: strong numbers were not always called active
SV40 large T antigen: TAg ATPase/helicase activity blockers – biochemical (AID 1903); SV40 large T antigen ATPase/helicase inhibition assay; higher % means a stronger effect; one-dose inhibition, % at 20 µM; IC50 in µM for titrated hits; 310,000 compounds, 0.39% hits; in the data active means a potency from the dose series; inconclusive means inhibition mostly from about 32% at the one dose, without a potency; inactive means the rest, 99 in 100 with inhibition below about 32%; further: strong numbers were not always called active
PMI inhibition: human PMI inhibitors, high substrate, primary screen, biochemical, fluorescence intensity, high mannose 6-phosphate (AID 1220) | recombinant PMI enzyme, coupled fluorescence intensity; higher % means a stronger effect | inhibition, % at 20 µM; hits with a dose series show IC50 in µM | 190,000 compounds, 0.66% hits
PhoP inhibition: inhibitors of PhoP regulon expression, primary screen, Salmonella Typhimurium, GFP reporter (AID 1863); S. Typhimurium PhoP-regulated promoter GFP reporter, 4 h; higher % means a stronger effect; 300,000 compounds, 0.16% hits; inhibition, % at 50 µM, or IC50 in µM where a hit was titrated;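 active means inhibition over 29.93%, a cutoff 3 SD above the screen mean, later confirmed by dose response; inconclusive means inhibition over 29.93% but no dose response follow-up; inactive means inhibition at most 29.93% or unconfirmed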;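 further: 0% = low Mg2+ inducing control and 100% = high Mg2+ repressing control; strong numbers were not always called active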
Insulin prom up cell count: also measured in Insulin prom up; calls as there; cell count; measured here: cytotoxicity, nuclei count;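 total cells summed across four imaged fields per well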
Numbers without * were called inactive; ? = inconclusive; / = not tested or not shown. Unless noted, no stated cut-off is given here; in the data, active means inhibition above about 50%; inactive means the rest.

Molecule,RSV CPE inhibition,ER stress rescue,TNAP activation fold,Insulin prom up,Insulin prom up cell count,human PMI inhibition,West Nile antiviral,SV40 large T antigen,PMI inhibition,PhoP inhibition
NC(=O)c1ccc[n+](Cc2ccc(-c3ccccc3)cc2)c1,0.3%,/,/,/,/,/,-0.1%,6%,/,0%
CN(C(=O)CCN1C(=O)S/C(=C\c2ccccc2)C1=O)C1CCS(=O)(=O)C1 (stereo not given),2.2%,/,/,/,/,/,-0.4%,-2%,/,-1%
COc1ccc(-c2cc(C(=O)Nc3ccc(S(=O)(=O)Nc4ncccn4)cc3)c3ccccc3n2)cc1,4.8%,/,/,-0.51,1395,/,0.3%,11%,/,35%
COc1ccccc1C(=O)Nc1cccc(Oc2c(F)c(F)c(F)c(F)c2F)c1,/,/,/,-0.9,1084,/,-0.6%,6%,/,-5%
CCOc1ccc(C(=O)OCC(=O)N2CCCC2)cc1OCC,1.2%,/,/,/,/,/,-0.9%,26%,/,-1%
O=C(Nc1ccc2c(c1)ncn2C1CCCCC1)c1ccco1,3.4%,-1.0%,1.1,0.12,1184,3%,0.0%,0%,19%,-1%
CN1CCN(C(=O)c2cc3nc(-c4ccco4)cc(C(F)(F)F)n3n2)CC1,1.2%,-0.5%,1.1,-0.43,1575,3%,-0.9%,3%,-3%,-2%
Cc1ccc(S(=O)(=O)Oc2cc(N)c3c(n2)CCC3)cc1,1.2%,/,/,-0.42,1380,/,0.3%,5%,/,-6%
O=c1c2ccccc2n2c(-c3ccc(F)cc3)nnc2n1Cc1ccccc1,1.1%,-1.1%,1.1,-0.26,1057,-2%,0.0%,12%,0%,-5%
O=C1CN(S(=O)(=O)c2ccccc2)CCN1S(=O)(=O)c1ccccc1,1.0%,0.0%,1,0.34,1261,-12%,-0.2%,22%,-1%,-2%
CN(C)c1ccc(-n2cccc2/C=C2/SC(=Nc3ccc(F)cc3)NC2=O)cc1,0.1%,-1.1%,1,0.72,1439,7%,0.9%,-6%,9%,-2%
CC(C)(C)c1ccc(C(=O)NCc2ccccc2)cc1,1.6%,2.1%,1.1,-0.31,1407,1%,0.1%,13%,0%,0%
CCOc1ccc(C(C)=O)cc1Cc1c(O)nc(N)[nH]c1=O,0.3%,-2.3%,1.2,-0.07,1292,15%,-0.4%,9%,-1%,12%
COc1ccc(OCc2nc3c4cc(OC)c(OC)cc4nc(=S)n3[nH]2)cc1,-0.4%,-2.4%,1,-0.46,1352,18%,-0.2%,13%,14%,-8%
Cc1cccc(N2CCN(c3cc(C)nc4nnnn34)CC2C)c1 (stereo not given),3.9%,/,1.1,-0.56,1131,15%,/,12%,19%,-1%
O=C(CCc1ccc(S(=O)(=O)NC2CCCCC2)cc1)NCc1ccccc1,-0.2%,-1.9%,1.2,-0.79,966,0%,-0.2%,16%,2%,-8%
Cc1ccc(N=C2SC(C(=O)Nc3ccc(OC(F)(F)F)cc3)C(N)=C2C(=O)Nc2c(C)cc(C)cc2C)cc1 (stereo not given),-1.8%,-1.8%,1.1,-1.4,1202,11%,?,9%,6%,10%
O=S1(=O)[C@H]2C[C@@H]3C=C[C@@]2(CN1Cc1cccc(F)c1)O3,0.2%,/,/,/,/,/,0.1%,5%,/,5%
CCn1c(C(O)c2cccc(OC)c2OC)nc2ccccc21 (stereo not given),-0.9%,-1.9%,1,0.07,1367,4%,0.4%,6%,0%,8%
CCO[C@@H]1OC(C(=O)Nc2ccccc2)=C[C@H](c2coc3ccccc3c2=O)[C@H]1CCCO,2.1%,12%,1,-0.89,1425,15%,-0.1%,2%,5%,6%
Cc1cc(NC(=O)CCN2C(=O)C3C4C=CC(C4)C3C2=O)c2ccccc2n1 (stereo not given),6.6%,-0.6%,1.1,-0.55,1475,5%,-0.8%,8%,2%,-2%
COc1ccc(/C(N)=N/OC(=O)Cc2cccs2)cc1,2.5%,1.4%,1,0.43,1366,0%,0.1%,6%,-1%,-14%
NNC(=O)[C@H]1C[C@@H]1c1ccccc1,2.2%,2.1%,1.1,-0.84,1334,4%,-0.5%,-14%,-2%,0%
CCOC(=O)N1CCN(C(=O)c2ccc3c(=O)n(CCc4ccccc4)c(=O)[nH]c3c2)CC1,1.0%,-2.2%,1.1,-0.29,1928,2%,-1.5%,3%,2%,-9%
CCOP(=O)(OCC)C(Nc1ccccn1)c1ccc(F)cc1 (stereo not given),0.5%,-2.0%,1,/,/,-2%,-0.3%,13%,0%,-11%

The listing continues.
Molecule,RSV CPE inhibition,ER stress rescue,TNAP activation fold,Insulin prom up,Insulin prom up cell count,human PMI inhibition,West Nile antiviral,SV40 large T antigen,PMI inhibition,PhoP inhibition
CC(CC(=O)N1CCc2ccccc21)S(=O)(=O)c1ccc2c(c1)NC(=O)CO2 (stereo not given),-1.6%,/,/,/,/,/,-0.2%,-11%,/,0%
CN(CC(=O)Nc1ccc(Br)cc1)Cc1ccccc1,12%,/,/,/,/,/,-1.1%,12%,/,-4%
Cc1ccc(-c2noc(CN(C(=O)c3cccs3)C(C)C)n2)cc1,13%,-2.1%,1.1,0.61,1386,12%,-1.4%,27%,11%,-2%
O=C(/C=C/c1cccs1)NC(=S)Nc1ccccc1,1.9%,-0.3%,1,0.11,1421,12%,-0.6%,-2%,6%,-2%
O=C(CN1CCC(C(=O)c2ccc3c(c2)OCCO3)CC1)NCc1ccccc1,7.0%,/,/,/,/,/,-0.7%,5%,/,8%
CN(Cc1nccn1C)C(=O)c1cc(COc2ccc3ncccc3c2)on1,0.5%,1.8%,1.1,-0.09,1370,12%,-1.8%,/,10%,/
Cc1ccc(C2/C(=C(/O)c3ccccc3)C(=O)C(=O)N2CCN2CCOCC2)o1 (stereo not given),2.0%,0.2%,1,-0.42,1615,-18%,-0.7%,5%,-18%,7%
CCc1cc2c(=O)n(Cc3ccco3)c(SCC(=O)N3CCCc4ccccc43)nc2s1,?,2.4%,1.1,-3.1,1066,13%,2.9%,14%,18%,9%
CCC(=O)NC(Nc1cc(C)ccn1)(C(F)(F)F)C(F)(F)F,2.3%,-1.4%,1.1,0.36,661,15%,0.1%,-1%,5%,-11%
Cc1nc(NC(=O)COC(=O)C(NC(=O)c2ccco2)C(C)C)c(Cl)cc1Cl (stereo not given),2.3%,0.0%,1.1,0.47,1245,2%,1.4%,-8%,-2%,6%
CCOC(=O)c1ccc(NC(=S)Nc2ccc(Cl)cn2)cc1,1.0%,-0.2%,1,-0.17,1392,5%,-0.2%,6%,0%,-6%
Cc1ccc(-n2ncc3c2CC(C)(C)CC3NC(=O)CCCN2CCCCC2=O)cc1 (stereo not given),0.4%,/,/,/,/,/,-0.2%,11%,/,-5%
CC1N(C(=O)N2CCOCC2)CCN1S(=O)(=O)c1cccc(C(F)(F)F)c1 (stereo not given),-0.5%,/,/,/,/,/,-0.5%,4%,/,7%
Cc1cc(CN(C)Cc2cn(C)nc2-c2ccc(Oc3ccccc3)cc2)on1,7.2%,/,/,-0.43,1076,/,-1.4%,25%,/,-6%
O=C(CCC(=O)Nc1cc(C(F)(F)F)ccc1Cl)N/N=C\c1cc([N+](=O)[O-])ccc1O,3.3%,/,/,/,/,/,0.0%,19%,/,8%
Cn1c(N)c(C(=O)COC(=O)c2cccs2)c(=O)n(C)c1=O,2.5%,/,1.1,0.02,1199,10%,0.1%,9%,16%,11%
Cc1nnc(NC(=O)C2C3C=CC(O3)C2C(=O)O)s1 (stereo not given),2.6%,/,1.1,0.42,1115,13%,0.1%,5%,1%,12%
Cc1sc(NC(=S)NC(=O)CCc2ccccc2)c(C(N)=O)c1C,2.8%,-2.5%,0.9,0.3,742,18%,0.7%,8%,2%,-9%
Fc1ccc(-n2[nH]nnc2=S)cc1N1CCCC1,0.7%,-1.9%,1.1,/,/,-13%,-1.0%,10%,-8%,-10%
COc1ccc(CCNCC(O)COc2ccc(OC)cc2C(C)(C)C)cc1 (stereo not given),5.0%,/,/,/,/,/,0.4%,4%,/,6%
CCOC(=O)c1ccc(S(=O)(=O)N2CC(=O)Nc3ccccc32)cc1,2.7%,/,/,/,/,/,0.0%,-14%,/,13%
Cc1ccc(-c2nsc(SCC(=O)NCC3CCCO3)n2)cc1 (stereo not given),10%,-2.3%,1.1,/,/,-7%,-0.9%,-5%,2%,-9%
O/N=C(/Cc1ccccn1)c1ccccc1,1.2%,-1.0%,1.1,1.4,1338,6%,-0.5%,-3%,-1%,-3%
CC(C)C1CC(CCNCc2ccc3c(c2)OCO3)(c2ccccc2)CCO1 (stereo not given),2.6%,/,/,-1.1,972,/,0.3%,10%,/,/
CC(C)Sc1cc(N2CCCC2)nc(-c2ccccc2Cl)n1,12%,-0.7%,1,-0.09,1317,-8%,-0.1%,2%,-5%,-2%
COc1ccc(C(=O)c2sc(Nc3ccccc3F)nc2N)cc1,3.2%,/,/,/,/,/,?,9%,/,-3%
COc1ccc(C2CC(c3ccc(OC)cc3OC(C)=O)=NN2C(=O)c2ccccc2)cc1 (stereo not given),?,/,/,/,/,/,-1.2%,16%,/,15%
CC(C)Cn1c(N)c(C(=O)NCC2CCCO2)c2nc3ccccc3nc21 (stereo not given),?,/,1.1,-2.6,1077,25%,1.8%,-6%,60%*,-15%

Reformatted with two lines to a compound: part of the list above.
Values in the order: RSV CPE inhibition	ER stress rescue	TNAP activation fold	Insulin prom up	Insulin prom up cell count	human PMI inhibition	West Nile antiviral	SV40 large T antigen	PMI inhibition	PhoP inhibition
- COc1ccc(C(=O)c2sc(Nc3ccccc3F)nc2N)cc1
    3.2%	/	/	/	/	/	?	9%	/	-3%
- COc1ccc(C2CC(c3ccc(OC)cc3OC(C)=O)=NN2C(=O)c2ccccc2)cc1 (stereo not given)
    ?	/	/	/	/	/	-1.2%	16%	/	15%

Single entries from the results shown:
PMI inhibition result of CCc1cc2c(=O)n(Cc3ccco3)c(SCC(=O)N3CCCc4ccccc43)nc2s1 reads 18%
PhoP inhibition result of O=C(/C=C/c1cccs1)NC(=S)Nc1ccccc1 reads -2%
West Nile antiviral result of Cc1cc(CN(C)Cc2cn(C)nc2-c2ccc(Oc3ccccc3)cc2)on1 reads -1.4%
ER stress rescue result of CCC(=O)NC(Nc1cc(C)ccn1)(C(F)(F)F)C(F)(F)F reads -1.4%
